Assay outcomes deposited in PubChem by Broad Institute.
XiGFP reactiv: reactivates the inactive X chromosome in mouse fibroblasts; 360,000 tested, 0.055% active; XiGFP mouse fibroblasts, % GFP-positive cells imaging, 3 d; cells co-treated with 5-aza-dC sensitizer; scaled so ellipticine positive control = 100%; activation, % at 7.58 µM; AID 743238;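 active means mean normalized replicate activation at least 10% and every replicate at or above 10%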;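 further: 0% = median of on-plate neutral control wells and 100% = ellipticine 6 µM median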
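Assay system: SV40-immortalized XiGFP fibroblast cells, line 68-5-11; buffer or medium: DMEM plus 5-aza-dC sensitizer; compound: one concentration, pinned; timing: compounds 3 days, fix/stain 15 min at room temperature; benchmarks: positive control ellipticine, 6 µM final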
FN deposit inh: fibronectin deposition inhibition; AH1F fibroblasts, Alexa488-fibronectin deposition fluorescence, overnight; inhibition, % at 12.6 µM; 350,000 tested, 0.086% active; AID 743247;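 active means mean inhibition across replicates of 30% or more, regardless of how many single replicates reach that level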;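 further: positive control wells lacked labelled fibronectin entirely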
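Material: AH1F fibroblasts assembling fluorescent fibronectin matrix; amount: 10000 AH1F cells/well; medium: DMEM, 2% serum; reagent: Alexa488-fibronectin, 24 nM final in well; dosing: single compound dose, delivered by pin transfer; incubation: 1 h adhesion, overnight exposure; detection: fluorescence after three HBSS washes, excitation 485 nm, emission 525 nm; measure: fibronectin deposition inhibition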
S100A4 inh HTS: inhibitors of human S100A4 binding to myosin IIA peptide; S100A4/TAMRA-MyoIIA peptide fluorescence polarization; inhibition, % at 10.7 µM; 360,000 tested, 0.14% active; AID 652163;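 active means mean inhibition of at least 70% across replicates, with every replicate also reaching that level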
Target sequence (P26447 whole entry, looked up): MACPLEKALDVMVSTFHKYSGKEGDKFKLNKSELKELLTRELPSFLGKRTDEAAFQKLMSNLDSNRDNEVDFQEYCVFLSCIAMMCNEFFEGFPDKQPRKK
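Assay system: human S100A4 monomer with TAMRA-labelled myosin IIA peptide / Buffer or medium: Calcium-containing HEPES buffer, pH 7.2 / Reagent: TAMRA-labelled myosin IIA heavy-chain peptide probe, 5 nM / Compound: one dose per compound / Timing: polarization read 5 min after assay mix addition, stable 5–60 min / Benchmarks: neutral control DMSO, positive control TFP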
E-sel inducer: E-selectin induction on HUVECs. HUVEC E-selectin immunofluorescence imaging; normalized: neutral wells 0, TNF-alpha wells 100. 260,000 tested, 0.37% active. activation, % at 7.58 µM;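 active means mean E-selectin-positive cell signal at least 10% of the positive control, reached in at least 60% of replicates, without over 20% cell loss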;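 further: in these data hits start at about 27%; measured in HUVEC primary endothelial cells; signal is the percent of cells scored E-selectin positive by PE staining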
Target sequence (P16581 whole entry, looked up): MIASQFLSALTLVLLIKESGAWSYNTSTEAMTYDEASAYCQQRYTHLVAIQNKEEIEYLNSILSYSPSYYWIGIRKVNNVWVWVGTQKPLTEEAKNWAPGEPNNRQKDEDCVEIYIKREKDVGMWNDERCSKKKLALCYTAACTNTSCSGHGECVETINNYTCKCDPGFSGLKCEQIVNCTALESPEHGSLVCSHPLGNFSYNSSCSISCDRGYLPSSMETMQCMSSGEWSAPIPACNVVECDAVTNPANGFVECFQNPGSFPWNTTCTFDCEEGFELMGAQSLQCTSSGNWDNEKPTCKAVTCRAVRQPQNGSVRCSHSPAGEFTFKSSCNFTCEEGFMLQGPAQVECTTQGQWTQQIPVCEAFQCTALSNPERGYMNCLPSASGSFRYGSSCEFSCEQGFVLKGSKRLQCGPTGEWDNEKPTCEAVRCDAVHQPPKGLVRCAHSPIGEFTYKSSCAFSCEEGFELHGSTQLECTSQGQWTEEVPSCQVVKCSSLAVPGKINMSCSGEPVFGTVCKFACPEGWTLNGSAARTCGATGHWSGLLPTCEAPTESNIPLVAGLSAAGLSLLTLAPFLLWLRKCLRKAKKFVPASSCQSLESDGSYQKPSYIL
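Read-out: % PE-positive cells | Test system: HUVEC | Doses: One compound dose added by pin transfer | Buffer or medium: EGM-2 over gelatin coat | Signal: Immunofluorescence imaging | Benchmarks: TNF-alpha, DMSO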
EWS-Fli block: EWS/Fli transcriptional activity inhibition | 350,000 tested, 0.67% active | A673 NR0B1-luciferase reporter, viability-normalised | inhibition, % at 12.6 µM;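 active means mean inhibition of at least 50% after viability correction, with every replicate also passing that limit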;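 further: firefly luciferase signal divided by Alamar Blue viability fluorescence both relative to DMSO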
esBAF inh: inhibitors of esBAF chromatin remodeling in mouse ES cells; Bmi1-luciferase knock-in reporter, 24 h; 100% = twice the neutral-well signal; reporter increase, % at 12.5 µM; 350,000 tested, 2% active; in the data active means activation above about 40%;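 further: 0% = median of the plate's neutral control wells and 100% = double that signal; a rise in the Bmi1 reporter signal indicates esBAF inhibition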
RAD52 inh: blocks human RAD52 DNA annealing. P43351. recombinant RAD52 DNA annealing, FRET fluorescence. inhibition, % at 18.7 µM. 360,000 tested, 0.46% active;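 active means every replicate showing at least 50% inhibition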
RAD54 branch: blocks human RAD54 Holliday junction branch migration | Q92698 | FAM/BHQ fluorescence | inhibition, % at 10.4 µM | 360,000 tested, 0.14% active | AID 602329;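 active means mean normalized replicate activity at least 40 and at least half of replicates scoring 40 or more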;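 further: 0% = median of neutral control wells and 100% = median of positive control wells; inhibitors cause a drop in the FAM fluorescence signal; in these data hits start at about 50%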
* marks the source's active call; other numbers are inactive results; . = not tested or not shown; & = joins results of further samples.

SMILES	XiGFP reactiv	FN deposit inh	S100A4 inh HTS	E-sel inducer	EWS-Fli block	esBAF inh	RAD52 inh	RAD54 branch
O=C1CCN(CCc2ccccc2)CCN1[C@H](CSc1ccccc1)Cc1ccccc1	0.4	-12	-1	-0.1	4	-16	-22	1
C/C(=N/Nc1nc(C)c(C)s1)c1cccc([N+](=O)[O-])c1	0.0	-3	-11	.	-64	34	-15	12
O=S(=O)(c1cccc(-c2n[nH]c(=S)o2)c1)N1CCOCC1	-0.2	7	1	.	-10	-5	-12	.
CC1CCCCC1NC(=O)CCCCCn1c(=S)[nH]c2ccsc2c1=O (configuration not stated)	0.1	0	-3	.	12	3	-16	13
C[C@H](CO)N1C[C@H](C)[C@@H](CN(C)C(=O)Nc2ccccc2)Oc2ncc(C3=CCCC3)cc2C1=O	-0.3	.	2	0.6	-2	1	3	-4
C[C@@H]1CN([C@H](C)CO)C(=O)c2cc(NC(=O)c3ccccc3)ccc2O[C@@H](C)CCCCO[C@@H]1CN(C)Cc1ccc(C(=O)O)cc1	0.0	10	2	-0.3	-6	4	3	-2
C[C@H](CO)N1C[C@H](C)[C@@H](CN(C)C(=O)C2CCCCC2)OCCCC[C@H](C)Oc2ccc(NC(=O)Nc3ccc4c(c3)OCO4)cc2C1=O	0.0	.	-8	-0.1	4	4	6	-1
Cc1ccc(S(=O)(=O)N2CCC[C@H]2C(=O)NC2=NCCS2)cc1	0.1	.	2	3.7	-2	-9	-3	-5
CCOC(=O)C1(Cc2ccc(OC)cc2)CCN(C(=O)CN2CCOC2=O)CC1	-0.1	-16	-1	2.3	-53	31	0	.
O=C1CSC(=S)N1Cc1ccccc1	0.0	12	-3	-0.1	-2	.	-3	.
COCc1[nH]nc2c1C(c1ccccc1)N(Cc1ccccc1)C2=O (configuration not stated)	0.4	3	6	-0.2	-5	.	1	.
CCC1CCCCN1C(=O)CSc1nnc(-c2cccc(Cl)c2)o1 (configuration not stated)	0.3	-3	5	.	-61	50*	-8	3
CC(C)NC(=O)N(C)C[C@H]1Oc2ncc(-c3cncnc3)cc2C(=O)N([C@H](C)CO)C[C@H]1C	0.9	1	-8	0.3	-5	-2	-2	13
O=C1Nc2ccccc2/C1=N\N=C\c1ccc(O)c(O)c1	-0.1	7	-3	1.9	17	.	-2	2
Cc1nc2ccccc2n1C(C)c1nc2ccccc2n1CC(=O)c1ccsc1 (configuration not stated)	-0.1	4	-2	2.4	9	.	-1	.
CCOc1ccc(NC(=O)C2CCCN2S(=O)(=O)c2ccc(OCC)cc2)cc1 (configuration not stated)	0.2	-11	-4	.	.	4	-24	11
CCCC(=O)Nc1ccc(-c2csc(-c3cccnc3)n2)cc1	0.2	3	1	0.1	-28	32	-1	-7
C[C@H](CO)N1C[C@H](C)[C@@H](CN(C)Cc2cccnc2)Oc2ncc(-c3ccc(C#N)cc3)cc2C1=O	0.1	-11	-13	-0.1	-5	0	-1	-15
CN(C)c1ccc(NC(=O)Nc2ccc3c(c2)c(=O)n(C)n3Cc2ccc(Cl)cc2)cc1	0.2	17	4	-0.3	-4	7	-2	0
Cc1ccc(/C(N)=N/OC(=O)c2cccc(Cn3cc(C(F)(F)F)ccc3=O)c2)cc1	-0.1	-4	3	.	3	.	-20	.
CC(C)(C)C(=O)Nc1nnc([C@H]2C[C@H](O)[C@@H](CO)O2)s1	0.0	.	3	-0.1	-5	-1	-13	-13
C/C(=N/NS(=O)(=O)c1ccc(C)cc1)c1c[nH]c2ccccc12	0.0	.	1	-0.4	.	-2	-5	2
Cn1c(SCc2ccc(C#N)cc2)nnc1-c1ccccc1	.	.	-2	.	.	-4	-8	-5
C[C@H]1CN([C@@H](C)CO)C(=O)Cc2cc(NS(=O)(=O)c3ccc(F)cc3)ccc2O[C@H]1CN(C)Cc1ccc(-c2ccccc2)cc1	-0.9	.	.	-0.1	-19	2	.	.
C[C@H](CO)N1C[C@H](C)[C@H](CN(C)C)Oc2cc(-c3cccc(C#N)c3)ccc2S1(=O)=O	0.6	-14	15	0.0	1	0	-4	0
Remaining list, next part.
SMILES	XiGFP reactiv	FN deposit inh	S100A4 inh HTS	E-sel inducer	EWS-Fli block	esBAF inh	RAD52 inh	RAD54 branch
Cc1cc(N2CCN(C(C(=O)NC3CCCC3)c3ccc(F)cc3)CC2)c2ccccc2n1 (configuration not stated)	0.0	6	-11	-0.2	7	.	-25	.
CC1=C(C(=O)N(C(C)C)C(C)C)CC(CC(=O)NCCN2CCOCC2)C(=O)N1Cc1ccccc1 (configuration not stated)	0.1	-1	0	1.5	-7	0	-8	6
C[C@@H]1CN([C@H](C)CO)C(=O)CCCn2cc(nn2)CO[C@H]1CN(C)Cc1ccccc1C(F)(F)F	-0.5	-2	2	0.0	-6	-2	-6	-1
O=C(COc1coc(CN2CCc3ccccc3C2)cc1=O)Nc1ccc(F)cc1F	0.0	-3	-1	-0.1	5	-1	-5	-5
O=C(OCCc1cc2ccccc2c(=O)o1)c1ccco1	0.0	16	0	-0.3	-5	22	-17	-2
COc1ccccc1N1CCN(C(=O)/C=C/c2c(Cl)nc3ccccn23)CC1	0.1	4	-6	.	10	.	-13	.
COCCCN1C(=O)c2ccc(C(=O)NCc3ccccn3)cc2C1=O	0.0	0	3	8.0	-28	-6	-4	0
O=C(CC1SC(=O)N(Cc2ccccc2Cl)C1=O)Nc1nccs1 (configuration not stated)	-0.1	1	-3	0.3	-4	.	-25	-8
O=C1CC(NS(=O)(=O)c2cccnc2)CN1c1ccc(Cl)cc1 (configuration not stated)	0.2	-1	3	0.0	1	13	0	6
COc1ccc(C(=O)C2CCCN(Cc3cc(C)c(O)c(C)c3)C2)c(OC)c1 (configuration not stated)	-0.1	3	-1	.	18	-1	-18	-9
CCc1ccc(OCC(=O)NNC(=O)c2c(CC)noc2C)cc1	0.0	2	-4	-0.2	-2	.	-13	.
CN(Cc1ccc(Cl)cc1Cl)C(=O)CN1C(=O)NC2(CCCC2)C1=O	0.3	1	22	.	-3	9	-2	10
C/C(N)=C(/C#N)C(=O)CSc1nnc(Cc2ccccc2F)n1N	0.0	1	-4	.	-1	0	-8	-15&1
COC(=O)C1CCN(C(=O)CN(C)Cc2ccc(C(C)(C)C)cc2)CC1	0.1	-3	-2	-0.2	8	10	-3	-2
COc1ccc(N2C(=O)C(Cl)=C(N3CCOCC3)C2=O)cc1	0.1	-5	-7	.	4	-4	-7	-8
COc1ccc(-c2[nH]ncc2/C=N/NC(=O)c2cccc([N+](=O)[O-])c2)cc1OC	0.0	7	-8	-0.2	4	-1	10	.
CC(C)N(C(=O)CN1CCC(c2nc3ccccc3[nH]2)CC1)C(C)C	0.1	5	-6	.	.	1	-1	-11
CO[C@H]1CN(C)C(=O)c2ccc(NS(=O)(=O)c3ccccc3)cc2OC[C@H](C)N(Cc2ccccn2)C[C@H]1C	0.5	-2	-23	-0.3	7	-1	1	-5
CCCNC(=O)C[C@H]1CC[C@H]2[C@@H](COC[C@H](O)CN2Cc2ccc(Cl)c(Cl)c2)O1	0.4	-7	8	0.0	-9	-6	3	-3
Cc1ccc(CCNC(=O)C23CN(Cc4ccccc4)CC2C(c2ccc([N+](=O)[O-])cc2)=NO3)cc1 (configuration not stated)	-0.3	-5	8	0.0	1	-16	-19	-9
CCCC(=O)Nc1ccc2c(c1)nc1n2CCN(CCOC)C1	0.2	1	-14	.	-2	-3	-4	2
O=C(CCN1C(=O)c2ccccc2C1=O)C1=NN[C@@H]2C(=O)N(c3cccc(F)c3)C(=O)[C@H]12	0.0	-4	4	-2.2	1	.	-1	.
COc1cccc(CNC(=O)C(C)n2nc(C)n3c(cc4occc43)c2=O)c1 (configuration not stated)	0.0	-1	-3	2.8	.	-4	-18	-8
Cn1nc(C(=O)NC2CCCN(Cc3ccccc3F)C2)c2ccccc2c1=O (configuration not stated)	0.0	4	-2	0.0	.	9	-17	-5
Cc1ccc(-c2nc3ccccc3c(=O)n2NC(=O)COc2ccccc2)cc1	-0.1	2	-6	-0.2	-1	.	1	.

With a hit mark in esBAF inh, of those listed so far:
| canonical_smiles | S100A4 inh HTS | esBAF inh | RAD52 inh |
| --- | --- | --- | --- |
| CCC1CCCCN1C(=O)CSc1nnc(-c2cccc(Cl)c2)o1 (configuration not stated) | 5 | 50* | -8 |

Structural class, the entries above with a thiophene ring, fused or not.
SMILES	XiGFP reactiv	FN deposit inh	S100A4 inh HTS	E-sel inducer	EWS-Fli block	esBAF inh	RAD52 inh	RAD54 branch
CC1CCCCC1NC(=O)CCCCCn1c(=S)[nH]c2ccsc2c1=O (configuration not stated)	0.1	0	-3	.	12	3	-16	13
Cc1nc2ccccc2n1C(C)c1nc2ccccc2n1CC(=O)c1ccsc1 (configuration not stated)	-0.1	4	-2	2.4	9	.	-1	.

(list continues)
SMILES	XiGFP reactiv	FN deposit inh	S100A4 inh HTS	E-sel inducer	EWS-Fli block	esBAF inh	RAD52 inh	RAD54 branch
CCCC1Cc2c(sc(N)c2C#N)CO1 (configuration not stated)	0.0	.	-4	2.9	14	-6	-40	-2
CC(=O)C1=C(O)C(=O)N(c2ccc(S(N)(=O)=O)cc2)C1c1cccc([N+](=O)[O-])c1 (configuration not stated)	0.3	5	4	-0.6	12	-3	1	2
CC(=O)N1CCN(C(=O)c2ccccc2NS(=O)(=O)c2ccc(F)cc2)CC1	-0.1	1	-1	-0.3	2	-3	-11	.
O=C(c1cccnc1)N1CCN(c2ccc([N+](=O)[O-])cc2Cl)CC1	-0.1	-13	-3	.	1	.	4	9
O=c1cc(-c2ccc(O)cc2)oc2c1ccc1ccccc12	-0.6	8	2	-0.4	-16	7	-9	.
CNC[C@@H]1Oc2cc(C#Cc3ccccc3F)ccc2S(=O)(=O)N([C@@H](C)CO)C[C@H]1C	0.0	6	-14	1.7	5	-7	-11	2
Cc1ccc(NC(=O)CNc2ccccc2N2CCCC2=O)cc1S(=O)(=O)N1CCCCC1	0.4	-5	-2	-0.3	-3	-17	-5	0
Cc1cccc(-n2ccnc2CN2CCN(C3CCCC3)C(CCO)C2)c1 (configuration not stated)	0.0	2	-2	1.8	1	-9	-9	.
COC(=O)c1cc(NC(=O)COC(=O)CN2C(=O)C3CC=CCC3C2=O)cc(C(=O)OC)c1 (configuration not stated)	0.0	7	9	-2.9	3	-8	-15	-5
C[C@@H](O)C#Cc1cnc2c(c1)C(=O)N([C@@H](C)CO)C[C@H](C)[C@@H](CN(C)C(=O)c1ccccc1)O2	-0.2	9	-24	0.2	-11	-1	-6	-1
C[C@H](CO)N1C[C@H](C)[C@H](CN(C)S(=O)(=O)c2cccs2)Oc2ccc(NC(=O)C3CC3)cc2C1=O	0.7	.	1	-0.2	-11	4	3	3
COc1ccc(NC(=O)CSc2nc3[nH]ncc3c(=O)[nH]2)c(OC)c1	-0.7	-1	-2	-2.2	3	.	-1	.
Cc1ccc(C(C)C)c(OCC(=O)NNC2=CC(=O)CC(C)(C)C2)c1	0.0	-7	-2	-0.1	-1	.	2	10
CCCCCCCCN1C(=O)[C@H](CC(=O)NCCc2ccccc2OC)C[C@@]2(C(=O)OC)CC(C)(C)CC=C12	-0.2	14	5	-0.5	10	.	10	.
